# High-throughput results from PubChem BioAssay.
# Wnt act – Wnt/beta-catenin pathway activation | Wnt/beta-catenin reporter cell assay, activator, plate reader | activation, % at 9.35 µM | actives 1.2% (n = 300,000) | AID 743398; in the data active = activation above about 30%, passing the limit was not always enough; inconclusive = no clear call, values can overlap the other calls;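 note: 0% = neutral control wells and 100% = positive control wells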
# E coli growth – bacterial growth inhibition, counter-screen for AddAB inhibitors. E. coli V3065 growth, OD600 absorbance, 18 h. inhibition, % at 11.9 µM. actives 0.27% (n = 330,000). AID 449728;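 active = inhibition above the campaign's mean inhibition across all tested compounds plus 3 SD, cut at about 9.9% in these data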;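 note: uninfected addAB+ strain grown without phage in ampicillin broth; 0% = DMSO wells and 100% = ciprofloxacin 0.95 µg/ml wells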
# PvdQ acylase – blocks Pseudomonas aeruginosa PvdQ acylase activity; purified PvdQ acylase, fluorescence plate reader; inhibition, % at 10 µM; AID 488965; actives 0.063% (n = 340,000); in the data active = inhibition above about 30%, passing the limit was not always enough; inconclusive = no clear call, values can overlap the other calls;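 note: 0% = vehicle neutral wells and 100% = reference inhibitor wells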
# AddAB inh – less growth of phage-infected E. coli with AddAB; E. coli expressing H. pylori AddAB, absorbance growth; inhibition, % at 11.9 µM; actives 0.29% (n = 330,000); AID 435030; in the data active = inhibition above about 12%;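 note: 0% = vehicle wells of infected cells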
# Tat export inh – E. coli Tat transport inhibition; E. coli MC4100 TorA-mCherry Tat export, fluorescence; inhibition, % at 10 µM; actives 0.036% (n = 340,000);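 active = mean replicate inhibition at least 50% and at least half of replicates individually reaching 50%; inconclusive = only one of the two criteria met; inactive = neither criterion met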;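 note: exported cargo escapes ClpAP degradation while cytoplasmic cargo is degraded and loses fluorescence; 0% = median of neutral control wells and 100% = median of NaSCN control wells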
# DAGLB inhibitor – blocks human DAGLB lipase activity; actives 0.059% (n = 340,000); HEK293T DAGLB membrane lysate, EnzChek fluorogenic substrate; AID 504411; inhibition, % at 5.17 µM; Q8NCG7; in the data active = inhibition above about 34%;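 note: 0% = enzyme with vehicle and 100% = wells lacking enzyme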
# Target sequence (Q8NCG7 whole entry, looked up): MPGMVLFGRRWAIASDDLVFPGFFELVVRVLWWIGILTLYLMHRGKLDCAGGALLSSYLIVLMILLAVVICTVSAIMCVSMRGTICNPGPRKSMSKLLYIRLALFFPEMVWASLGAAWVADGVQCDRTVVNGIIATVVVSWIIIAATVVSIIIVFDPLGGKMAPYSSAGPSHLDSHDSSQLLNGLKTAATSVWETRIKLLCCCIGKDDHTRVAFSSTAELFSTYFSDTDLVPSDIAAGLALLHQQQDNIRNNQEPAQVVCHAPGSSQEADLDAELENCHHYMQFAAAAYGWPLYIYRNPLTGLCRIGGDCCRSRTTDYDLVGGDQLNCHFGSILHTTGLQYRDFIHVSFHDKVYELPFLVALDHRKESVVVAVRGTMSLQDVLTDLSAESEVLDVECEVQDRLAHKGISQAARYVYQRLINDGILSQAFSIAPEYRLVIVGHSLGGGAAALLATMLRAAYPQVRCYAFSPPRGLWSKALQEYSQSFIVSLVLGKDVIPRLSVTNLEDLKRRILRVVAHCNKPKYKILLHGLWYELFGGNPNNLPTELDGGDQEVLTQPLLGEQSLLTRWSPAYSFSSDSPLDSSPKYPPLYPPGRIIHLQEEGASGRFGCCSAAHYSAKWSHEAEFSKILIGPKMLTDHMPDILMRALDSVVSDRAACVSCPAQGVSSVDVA
# CAL PDZ FP – human CAL PDZ-peptide interaction inhibition; inhibition, % at 20 µM; actives 0.02% (n = 330,000); purified CAL PDZ, TMR-peptide fluorescence polarization, 1 h; Q9HD26; AID 504414;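 active = highest replicate inhibition of at least 40%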;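 note: plate controls were DMSO neutral control wells for no effect and unlabeled competitor peptide control wells for full effect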
#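 Control set: unlabelled peptide and DMSO controls / Material: purified CerCALP PDZ construct / Timing: 1 h incubation at room temperature before polarization reading / Doses: 20 µM, one dose / Detection: fluorescence polarization (mP)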
# PfHsp90 yeast 2 – growth inhibition of yeast expressing Plasmodium Hsp90; S. cerevisiae expressing PfHsp90, BacTiter-Glo ATP, 48 h; yeast lacking PDR1 and PDR3 efflux regulators; AID 504621; inhibition, % at 9.4 µM; actives 0.32% (n = 310,000);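 active = every replicate shows inhibition above about 80%, whatever the replicate mean, limit read from the data; inconclusive = mean inhibition reaches the set limit but some replicate falls short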;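 note: 0% = DMSO neutral controls and 100% = 20 µM radicicol positive controls; yeast relying on Plasmodium falciparum Hsp90 in place of its own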
# Rtt109 HAT inh – C. albicans Rtt109 histone acetyltransferase inhibition. Q5AAJ8. purified Rtt109/Vps75, ThioGlo CoA-SH fluorescence, 4 h. inhibition, % at 34.9 µM. actives 0.16% (n = 330,000). AID 540336;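 active = inhibition of at least 50% in every replicate; inconclusive = best replicate reaches 50% inhibition but some replicates fall short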
# Target sequence (Q5AAJ8 whole entry, looked up): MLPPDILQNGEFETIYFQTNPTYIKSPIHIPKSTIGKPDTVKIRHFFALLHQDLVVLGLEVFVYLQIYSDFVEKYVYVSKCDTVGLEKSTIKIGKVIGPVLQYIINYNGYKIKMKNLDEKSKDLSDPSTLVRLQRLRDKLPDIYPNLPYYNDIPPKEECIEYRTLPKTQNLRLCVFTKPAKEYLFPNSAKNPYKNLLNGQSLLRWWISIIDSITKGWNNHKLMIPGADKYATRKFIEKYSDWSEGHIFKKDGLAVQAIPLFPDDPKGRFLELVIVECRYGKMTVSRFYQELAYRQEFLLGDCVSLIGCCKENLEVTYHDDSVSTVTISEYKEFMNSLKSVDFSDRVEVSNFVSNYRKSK
# phage Ecoli inh – E. coli growth loss with phage present | AID 651602 | inhibition, % at 11.9 µM | growth absorbance | actives 0.26% (n = 360,000); in the data active = inhibition above about 11%
# Numbers without * were called inactive; ? = inconclusive; · = not tested or not shown.
SMILES,Tat export inh,Rtt109 HAT inh,PfHsp90 yeast 2,phage Ecoli inh,PvdQ acylase,CAL PDZ FP,DAGLB inhibitor,E coli growth,AddAB inh,Wnt act
Cc1cc(C)nc(NC(=NCCc2c[nH]c3ccccc23)NC(=O)C(C)(C)C)n1,-2,2,12,0.1,-12,-0.5,1,0.3,-0.6,-1
COC(=O)C1C2CC(=O)C(C2)C1C(=O)OC (stereo unspecified),-3,-2,-49,0.5,-9,0.0,-1,·,·,1
Cc1ccc(N2CC(C(=O)Nc3cc(C)on3)CC2=O)cc1 (stereo unspecified),1,1,-15,0.1,3,-2.0,1,-2.9,-2.5,·
CCOc1ccccc1NC(=O)CN1C(=O)COc2ccc(C)cc21,-5,5,-10,0.8,-2,-2.0,-2,0.3,-0.1,-2
CC1CCN(C2CCN(C(=O)c3ccccc3F)CC2)CC1,0,-4,2,1.8,-1,-1.0,0,-0.4,1.9,-1
CCCCN(CC)Cc1ccc(CNC(=O)Nc2ccc(OCC)cc2)o1,3,3,-5,2.7,-18,0.1,-2,-1.0,0.8,-5
Cc1cc(F)c(F)c(C(=O)N2CCN(C)CC2)c1Cl,1,11,6,0.5,-1,-1.6,3,-1.1,0.7,-1
COC(=O)CCNc1n[nH]c(=O)[nH]c1=O,-8,-2,-10,0.2,8,0.0,2,2.5,2.0,0
COC(=O)c1cn(NC(=O)CCC2CCCC2)c(=O)c2ccccc12,-4,7,16,3.8,-11,-1.2,-1,1.9,1.9,-4
COc1ccc(C2C=C(C34CC5CC(CC(C5)C3)C4)NC(=S)N2)cc1 (stereo unspecified),7,·,-9,3.7,1,-5.2,-5,0.8,0.9,0
CC1CC(=O)Nc2ccccc2N1C(=O)CN1C(=O)C(=O)N(C)C1=O (stereo unspecified),-2,-6,4,5.8,-9,0.0,-1,-1.2,-2.1,-3
O=C(O)CCC(=O)Nc1ccc(NC(=O)c2ccc(Cl)cc2Cl)c(Cl)c1,13,5,11,3.5,23,·,0,-3.9,1.5,-8
O=C(COC(=O)c1n[nH]c2ccccc12)NC(=O)NC12CC3CC(CC(C3)C1)C2,-2,-2,-12,2.5,-12,-1.2,3,0.5,-0.8,·
Cc1nn(CC(=O)NCc2ccc(Cl)cc2)c(C)c1[N+](=O)[O-],-11,-4,-3,4.2,-16,0.3,0,2.6,5.1,·
Cc1cc(-n2c(SCC(=O)NCc3cccs3)nc3n[nH]c(C)c3c2=N)ccc1Cl,7,-7,8,2.7,-4,-1.6,1,0.2,-1.6,·
Cc1ccc2c(c1)N(C(=O)CCC(=O)N1CCN(c3ccccn3)CC1)CC(C)O2 (stereo unspecified),-4,-4,-3,2.4,-5,-0.7,2,0.1,0.3,4
COc1ccc(-n2cc(CNCCc3nc(C)cc(C)n3)c(-c3ccccc3Cl)n2)cc1,-5,2,24,0.2,-10,-5.5,-1,-1.8,-0.5,0
O=c1n(Cc2ccccc2)c2cc(Cl)cnc2n1Cc1ccccc1,10,0,-18,2.9,0,-1.7,-14,2.3,3.2,·
CCN(C(=O)CN1C(=O)S/C(=C\c2ccc(F)cc2)C1=O)C1CCS(=O)(=O)C1 (stereo unspecified),5,2,-29,-1.9,-17,-1.1,9,1.7,-0.7,0
Cc1ccc(N2CCN(C(=O)c3ccccc3NC(=O)c3ccccc3C(=O)O)CC2)cc1,-3,-4,-15,0.4,-29,-0.4,-4,-2.1,-0.7,3

# The results go on:
SMILES,Tat export inh,Rtt109 HAT inh,PfHsp90 yeast 2,phage Ecoli inh,PvdQ acylase,CAL PDZ FP,DAGLB inhibitor,E coli growth,AddAB inh,Wnt act
COc1cccc(NC(=O)NC2CCN(CC(=O)Nc3ccccc3[N+](=O)[O-])CC2)c1,2,-4,-4,-1.0,-3,0.1,-2,-3.7,3.7,1
Cc1ccc(N2CC(C)Cn3c2nc2c3c(=O)[nH]c(=O)n2C)cc1C (stereo unspecified),-8,-2,11,-1.0,-12,-0.4,2,0.8,-0.2,4
COc1cc(C(=O)NCCCCCCNC(=O)c2cc(OC)c(OC)c(OC)c2)cc(OC)c1OC,-14,-4,-12,-0.2,0,-1.3,1,0.9,-0.5,2
CSc1ccc(S(=O)(=O)NC2CC3CCC2C3)cc1 (stereo unspecified),-2,9,?,3.5,-3,1.9,-6,2.5,2.6,0
COCCNc1nnc(SCC(=O)Nc2cc(-c3ccccc3)nn2-c2ccccc2)s1,7,1,-1,1.0,-8,-0.6,2,1.2,3.7,5
CCc1cc2cc(C)c(C)cc2nc1SCC(=O)Nc1cc(C)on1,0,3,10,3.4,-6,0.0,3,-3.2,0.9,0
Cc1cc(C(=O)COC(=O)c2ccc3c(c2)NC(=O)CS3)c(C)n1CCc1ccc(Cl)cc1,-1,-1,3,4.7,-3,0.3,0,-1.0,-0.7,·
CCC(=O)N1CCCC(C(=O)c2ccc(-c3ccccc3)cc2)C1 (stereo unspecified),4,-1,5,1.5,-5,·,-3,-2.5,1.0,1
Cc1cccc(NC(=O)C2CCN(C(=O)c3ccco3)CC2)c1C,-5,15,2,3.8,8,-2.5,0,1.2,1.7,2
COc1ccc(Cl)cc1C(=O)NNC(=O)CSc1nnc2ccccn12,2,-5,1,3.8,7,0.4,1,-0.6,-0.7,-1
CS(=O)(=O)N(CC(=O)Nc1ccc(S(=O)(=O)N2CCCC2)cc1)c1ccccc1F,4,4,1,2.4,-8,-2.2,0,-2.1,1.3,·
Cc1cc(C(=O)OCC(=O)Nc2ccc(S(=O)(=O)N3CCOCC3)cc2)c(C)o1,1,1,-10,2.4,-7,-1.6,-2,-0.9,-2.8,·
COc1ccc(CCC(=O)N2CCCSC2=Nc2ccc(C(C)=O)cc2)cc1,-7,0,20,1.7,-6,-0.5,-2,-1.2,3.1,·
Oc1c(Cl)cc(Cl)cc1/C=C/c1ccc2cccc(O)c2n1,-10,3,20,5.8,-8,-0.1,-3,1.8,4.8,0
CCN(Cc1ccccc1)S(=O)(=O)c1ccc(C(=O)Nc2nnc(C3CC3)o2)cc1,9,1,-40,-3.3,-8,-1.2,4,-3.8,0.7,-1
C/C(=N\NC(=O)COc1ccccc1-c1ccccc1)c1ccccn1,-1,-6,·,-1.1,-5,-2.0,-4,-5.3,-6.4,-1
Cc1cnc(CN2CCc3c([nH]c4ccccc34)C2CC(C)C)[nH]1 (stereo unspecified),5,-3,-3,4.1,-7,-0.7,-1,0.8,2.1,-8
Cc1cc(C)c(C#N)c(SCc2ccc(F)cc2)n1,5,-4,-14,4.7,-2,-2.3,-7,-0.4,-0.5,-2
CCC(=O)NC(c1cccs1)c1cc(Cl)c2ccccc2c1O (stereo unspecified),1,-8,-13,2.0,0,0.2,-3,1.1,3.5,1
Cc1ccc(C(=O)N2CCN(c3ccccc3F)CC2)cc1S(=O)(=O)N1CCOCC1,-5,5,-4,2.4,9,0.6,0,2.6,5.2,-2

# Further structures follow.
SMILES,Tat export inh,Rtt109 HAT inh,PfHsp90 yeast 2,phage Ecoli inh,PvdQ acylase,CAL PDZ FP,DAGLB inhibitor,E coli growth,AddAB inh,Wnt act
CC(=O)N1N=C(c2ccc(C)o2)CC1c1ccc(Br)cc1 (stereo unspecified),-1,5,-2,0.6,18,-0.3,0,-0.4,1.8,19
CCOC(=O)N1CCC(Nc2c(NCCCN3CCN(C4CCCCC4)CC3)c(=O)c2=O)CC1,-7,1,15,1.4,-5,-0.9,1,-1.3,-1.4,2
CCOc1ccccc1CNC(=O)c1ccc(NC(=O)C2=C(C)OCCS2)cc1,6,11,-5,0.7,-15,-1.9,-1,0.7,4.0,-1
O=C1CS/C(=N/N=C/c2ccc(OS(=O)(=O)c3ccccc3)cc2)N1,-4,4,0,2.4,-9,-0.1,5,-0.4,0.8,2
COc1ccc(CCNC(=O)C2CC(=O)N(c3ccc(Br)cc3)C2)cc1OC (stereo unspecified),2,·,-5,3.6,-5,-2.6,-1,0.9,1.6,9
O=C(c1cc(-c2ccncc2)nc2ccccc12)N1CCN(S(=O)(=O)/C=C/c2ccccc2)CC1,10,-6,10,1.8,-7,-1.2,3,1.3,-2.9,·
COc1ccc([N+](=O)[O-])cc1-n1cccc1,-3,-1,7,3.2,9,-0.6,1,1.0,0.0,-2
C=CCc1ccccc1OCC(=O)N/N=C/c1ccccc1OCC,-1,-7,17,2.4,-9,-3.0,-11,-1.0,2.8,·
Cc1ccc(C(C(=O)NC2CCCCC2)N(C(=O)Cc2c[nH]c3ccccc23)c2ccccc2C)o1 (stereo unspecified),-3,-9,4,-0.6,-11,-2.7,-2,-2.1,4.2,·
CN(c1ccc(C(=O)N2CCc3ccccc3C2)cc1)S(C)(=O)=O,-3,6,14,2.1,-14,·,0,-1.3,4.9,-1
CCCCN(C(=O)c1ccc(N2CCCC2=O)cc1)c1c(N)n(CC(C)C)c(=O)[nH]c1=O,5,10,23,0.9,-6,-1.6,0,-0.5,1.9,-2
FC(F)(F)c1cccc(N2CCN(CC3CC4C=CC3C4)CC2)c1 (stereo unspecified),0,-10,-7,3.1,7,0.4,-5,2.2,0.5,·
Cc1ccc(N2CCN(S(=O)(=O)N3CCCCC3)CC2)cc1Cl,5,-3,-26,4.9,-1,0.1,-5,0.8,1.1,-3
Cc1ccccc1C(=O)OCn1nnc2ccccc2c1=O,6,0,-18,1.8,-6,-0.2,-1,0.2,-0.2,4
C/C(CC(=O)Nc1ccccn1)=N\NC(=O)Cc1cccc2ccccc12,-12,4,3,3.2,-9,-2.6,-2,-2.2,1.4,·
CCc1nnc(NC(=O)CCN2C(=O)C3CCCCC3C2=O)s1 (stereo unspecified),-3,15,-1,0.9,7,-0.6,-1,0.1,3.2,-1
CC(C)(C)OC(=O)NCCCCCNC(=O)c1[nH]cnc1C(=O)NC1CCN(C(=O)OC(C)(C)C)CC1,?,7,·,1.4,-7,-0.1,2,-2.0,-2.0,-4
COc1ccc(-n2c(SCC(=O)Nc3ccc4c(c3)OCO4)nc3c(c2=O)SCC3)cc1,-6,1,2,1.4,-8,-0.7,0,-0.4,1.7,5
COc1ccc(CCNC(=O)C(=O)NCC2OCCN2S(=O)(=O)c2ccc(OC)c(OC)c2)cc1 (stereo unspecified),-9,3,-7,2.5,12,0.1,2,-0.9,1.2,-1
CC(=O)Nc1ccc(NC(=O)CSc2ccc(C(F)(F)F)cc2[N+](=O)[O-])cc1,1,-2,13,3.0,3,-1.5,-1,0.8,1.2,-5
CC[C@H](C)[C@H](NC(N)=O)C(=O)Nc1ccc(OC)c(Cl)c1,3,-9,-7,3.0,3,-3.0,1,-2.2,1.8,0
C=C(C)C1(O)OC(=O)C=C1OC (stereo unspecified),-21,7,·,0.5,-20,-5.2,-2,-0.7,3.0,-2

# One compound at a time (already shown). Order of values: Tat export inh | Rtt109 HAT inh | PfHsp90 yeast 2 | phage Ecoli inh | PvdQ acylase | CAL PDZ FP | DAGLB inhibitor | E coli growth | AddAB inh | Wnt act
# `C=CCc1ccccc1OCC(=O)N/N=C/c1ccccc1OCC` is listed with -1 | -7 | 17 | 2.4 | -9 | -3.0 | -11 | -1.0 | 2.8 | ·
# `CC(=O)Nc1ccc(NC(=O)CSc2ccc(C(F)(F)F)cc2[N+](=O)[O-])cc1` is listed with 1 | -2 | 13 | 3.0 | 3 | -1.5 | -1 | 0.8 | 1.2 | -5
